IL1B secr inh: qHTS for Inhibitors of Inflammasome Signaling: IL-1-beta AlphaLISA Primary Screen; THP-1 LPS/ATP IL-1B secretion, AlphaLISA, 16 h; active compounds read low; activity change, % at 57.5 µM; 360,000 tested, 4.7% active; AID 743279, 2014; in the data active means activity change below about -50%; inconclusive means mostly about -30% to -49%; further: on the % scale 0 is the no-effect control and ±100 the full control effect
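THP-1 cells pretreated 1 hr with compounds (up to 57.5 uM final), then stimulated with LPS (250 ng/mL final) plus ATP (1.25 mM final); secreted IL-1B measured by AlphaLISA after 16 hr, decreased signal indicating inhibition.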
ATXN viability: Viability Counterscreen for Primary qHTS for Inhibitors of ATXN expression | S2 cells (HEK-293 line with an ATXN2-luciferase reporter) viability, CellTiter-Fluor protease fluorescence, 24 h | Potency, µM (titrated, usually from 56.7 µM), actives largely listed as cytotoxic | 400,000 tested, 0.49% active | AID 651635, 2014; further: potency means the concentration at half of the fitted maximal effect; nearly all actives have a fitted effect of over 40% in size
TGFb inhibitor: qHTS for Inhibitors of TGF-b; HepG2 CAGA-GFP TGF-b/SMAD3 reporter, GFP fluorescence, 18 h; TGF-beta stimulated, 500 pg/mL final; Potency, µM (doses to about 46.1 µM), without a hit: at the highest dose activity, negative = inhibition, most hits filed as inhibitors; 410,000 tested, 1.2% active; further: potency means the concentration at half of the fitted maximal effect; on the % scale 0 is the no-effect control and ±100 the full control effect; nearly all actives have a fitted effect of over 65% in size
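Read-out: total well GFP (ex488/em500-530) summed from mean per-cell fluorescence. Cells: HEPG2 CAGA-GFP, 1% FBS DMEM, 18 h at 37 degrees C with 500 pg/mL final TGF-beta. Unstimulated wells served as the full-inhibition control; stimulated DMSO wells = 0%.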
ATXN2 expr inh: Primary qHTS for Inhibitors of ATXN expression; HEK-293 ATXN2-luciferase reporter, luminescence, 24 h; Potency, µM (highest dose often 57 µM), inactives show top-dose activity change, negative = inhibition, usual class: inhibitors; 360,000 tested, 0.72% active; further: potency means the concentration at half of the fitted maximal effect; on the % scale 0 is the no-effect control and ±100 the full control effect; nearly all actives have a fitted effect of over 55% in size
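qHTS (up to 57 uM final) was run with 24 h compound exposure of reporter cells at 37 °C. Each well was multiplexed: SteadyGlo luminescence measured ATXN2-luciferase expression after a fluorogenic Gly-Phe-AFC viability readout (25 uM final).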
Nrf2 block: Nrf2 qHTS screen for inhibitors; A549 ARE-Fluc reporter, luciferase luminescence, 18-24 h; Potency, µM (series often up to 46 µM), inactives show at the top dose activity change, negative = inhibition, hits mostly inhibitors; 360,000 tested, 2.1% active; further: potency means the concentration at half of the fitted maximal effect; on the % scale 0 is the no-effect control and ±100 the full control effect; nearly all actives have a fitted effect of over 60% in size
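In this cell-based qHTS, ARE-driven firefly luciferase in A549 cells reports Nrf2 activity; the luminescent signal after BugLite lysis is the measured value, with a prior CellTiter-Fluor read for cell health.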
Nrf2 ARE act: qHTS of Nrf2 Activators. AREc32 ARE-luciferase reporter (MCF7-derived line), luminescence, 24 h. Potency, µM (series often up to 46.1 µM), without a hit: top-dose activation, hits mostly activators. 410,000 tested, 0.31% active. AID 624171, 2012; further: potency means the concentration at half of the fitted maximal effect; % of control where 0% means no effect; nearly all actives have a fitted effect of over 65% in size
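ARE activation measured as luciferase luminescence (Steady-Glo, 30 min RT) in AREc32_Fluc cells after 24 hr compound exposure at 37 deg C, 5% CO2; cells seeded overnight at 1000/well in OPTI-MEM, 5% FBS.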
A549 viability: Nrf2 qHTS screen for inhibitors: counterscreen for cytotoxicity; A549 ARE-Fluc cells, CellTiter-Fluor viability, 18-24 h; Potency, µM (series often up to 46 µM), for inactives: at the highest dose activity change, negative = cytotoxicity, actives largely listed as inhibitors; AID 504648, 2011; 390,000 tested, 0.16% active; further: potency means the concentration at half of the fitted maximal effect; on the % scale 0 is the no-effect control and ±100 the full control effect
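A549 ARE_Fluc cells in 5% FBS OPTI-MEM were exposed to compounds in concentration-response for 18-24 h at 37 deg C. Viability was read by CellTiter-Fluor fluorescence (Ex 405/Em 525) after 30 min, before the luciferase read.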
HepG2 tox: qHTS for Inhibitors of TGF-b: Cytotox Counterscreen; AID 588856, 2011; Potency, µM (titrated, usually from 46.1 µM), for inactives: at the highest dose activity change, negative = cytotoxicity, usual class: cytotoxic; HepG2 CAGA-GFP viability, ATP luminescence, 18 h; 410,000 tested, 0.76% active; further: potency means the concentration at half of the fitted maximal effect; some results filed as inactive show a strong effect at the top dose
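CellTiter-Glo luminescence gave cytotoxicity after 18 hours at 37 degrees C. The cells were HepG2 CAGA-GFP in 1% FBS DMEM, stimulated with 500 pg/mL TGF-beta after compound addition. %Activity was normalised to no-cell wells (complete cell-killing) and DMSO (no toxicity), and curves were fitted and classified.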
MCF10A rereplic: A quantitative high throughput screen for small molecules that induce DNA re-replication in MCF 10a normal breast cells. 350,000 tested, 2.9% active. Potency, µM (top dose mostly 46.1 µM), without a hit: at the highest dose activity, positive = re-replication, actives largely listed as activators. MCF 10A DNA re-replication, Hoechst nuclear intensity, 48 h. AID 624296, 2012; further: potency means the concentration at half of the fitted maximal effect; % of control where 0% means no effect; nearly all actives have a fitted effect of over 50% in size
* hit, by the source's call; i = inactive; ? = inconclusive; . = not tested or not shown; [ ] = remark or other dose. Unless noted, the call rests on the fitted dose curve; in most records, active means well fitted curve in the direction sought with a large enough effect; inconclusive means small, poorly fitted or top-dose-only effect, or another doubt; inactive means no such curve, though single readings can be large; an effect the other way counts as inactive or inconclusive. Rows are unselected, and some 8.8% of all compounds hit somewhere here.

Every second line gives: ATXN2 expr inh | HepG2 tox | TGFb inhibitor | ATXN viability | IL1B secr inh | Nrf2 block | Nrf2 ARE act | MCF10A rereplic | A549 viability
[1] CC(C)(C)c1ccc(C(=O)CC(Sc2ccc(Cl)cc2)C(=O)O)cc1 (stereo unspecified)
  ? | 16µM* | ? | . | -97* | 1% | ? | 23µM* | 2%
[2] COc1ccc(C2CC(C(F)(F)F)n3nc(C(N)=O)c(Cl)c3N2)cc1OC (stereo unspecified)
  2% | 5% | 33%[activator] | i | 8 | -40% | -0.1% | 2% | -18%
[3] Cc1sc2nc(CN3CCCC3)nc(N3CCN(S(=O)(=O)c4cccc(F)c4)CC3)c2c1C
  -12% | -6% | -1% | ? | -25 | 1% | 0.7% | ? | -3%
[4] C[C@H](CO)N1C[C@H](C)[C@@H](CN(C)S(=O)(=O)c2ccccc2)Oc2c(NC(=O)Cc3ccccc3)cccc2C1=O
  13% | -8% | -1% | i | -2 | ? | -0.2% | -1% | -6%
[5] O=C(COC(=O)[C@@H]1CCCN1S(=O)(=O)c1ccc(Cl)cc1)NC12CC3CC(CC(C3)C1)C2
  22% | 1% | -41% | i | 12 | 9% | 0.0% | 25% | 1%
[6] CCOC(=O)CN(Cc1ccc(OC)c(OC)c1)S(=O)(=O)c1ccc(OC)cc1
  -9% | 1% | -1% | i | 2 | -1% | -0.5% | -9% | -6%
[7] C[N+]1=C2CCCCCN2C(O)(c2ccccc2)C1 (stereo unspecified)
  6% | 1% | -5% | i | 12 | 10% | -0.3% | -12% | -4%
[8] Cc1ccc2c(=O)cc(C(=O)Nc3sc4c(c3C(=O)NCc3ccco3)CCC4)oc2c1
  -4% | -35% | -10% | i | . | 3% | -0.3% | . | 0%
[9] O=C(Cn1c(=O)c2cccn2c2ccc(F)cc21)NCc1cccc(Cl)c1
  . | -11% | 0% | . | . | 11% | 0.3% | . | -4%
[10] CCOC(=O)C(C(=O)Nc1cccc(C)n1)C1CCCCC1 (stereo unspecified)
  2% | -28% | 3% | i | 0 | 4% | -0.8% | 7% | 10%
[11] CC(C)CC(NC(=O)C(Cc1ccc(OCc2ccccc2)cc1)NC(=O)OC(C)(C)C)C(N)=O (stereo unspecified)
  -10% | -34% | -26% | i | 34 | -11% | 3.7% | 19% | -8%
[12] Cc1c(F)cccc1NS(=O)(=O)c1ccccc1C#N
  1% | 4% | 0% | i | 5 | 8% | 0.5% | -2% | -8%
[13] Cc1cc(C)nc(N/C(=N/S(=O)(=O)Cc2ccccc2)Nc2ccccc2)n1
  -8% | 0% | -12% | i | 3 | -3% | 0.0% | -43%[inhibitor] | 4%
[14] CN(C)c1ccc(/C=N/NC(=O)c2ccc(Cl)cc2)cc1
  3% | -17% | 15% | i | 6 | -9% | 2.7% | ? | 1%
[15] COc1ccc(C)cc1S(=O)(=O)Nc1cc2c3c(c1)CC(=O)N3CCC2
  15% | -24% | -1% | i | 30 | -13% | 5.2% | -7% | -11%
[16] c1ccc(-c2ccc3ccccc3n2)cc1
  30% | -8% | -3% | i | 4 | ? | ? | -3% | 13%
[17] COc1ccccc1CN(C)C(=O)c1cccc(S(=O)(=O)N2CCCC2)c1
  -7% | 6% | 0% | i | 11 | -3% | -0.8% | -3% | 4%
[18] NC(=O)SCC(=O)Nc1ccc(Cl)cc1
  -11% | -74% | ? | i | -89* | -5% | 8.9% | ? | -12%
[19] O=C(Nc1nnc(S(=O)(=O)N2CCCc3ccccc32)s1)c1ccccc1Br
  3% | -20% | ? | i | . | 9% | 17% | . | 1%
[20] Cc1cc(S(=O)(=O)NCCc2ccncc2)cc(C)c1F
  2% | 12% | -8% | i | 16 | -1% | -0.2% | 4% | 5%
[21] COc1ccc(OCC(=O)N/N=C(\C)c2ccc(-n3ccnc3)cc2)cc1
  0% | 8% | 2% | i | 0 | -1% | -1.0% | -62%[inhibitor] | -5%
[22] CC[C@]12C(=O)N(C)C[C@H]([C@@H]3C(=O)N(Cc4ccccc4)C(=O)[C@@H]31)N2C(=O)c1ccc(C(F)(F)F)cc1
  -1% | 1% | 1% | i | -22 | 2% | -1.2% | 28% | 0%
[23] CC1(C)Cc2ccccc2-c2nnc(SCC(=O)Nc3nc4ccccc4s3)n21
  -5% | -19% | -1% | i | -5 | ? | -0.3% | 2% | -24%
[24] COc1ccc(CCNC(=O)CSc2nnc(-c3ccc(F)cc3)o2)cc1OC
  -6% | 1% | 16% | i | 0 | -14% | -0.3% | 0% | 12%[1.84 µM]
[25] Cc1cccc(C)c1-n1nnnc1C1(C)CCC(=O)N1c1ccc(N2CCOCC2)cc1 (stereo unspecified)
  10% | . | . | i | 1 | . | 4.2% | . | .
[26] Cc1ccc(NC(=O)c2cnn(-c3ccccc3)c2C)c(C)c1
  20% | -42% | 4% | i | -67* | 20% | 1.9% | 3% | -11%
[27] C=CCOCCn1[nH]c2ccccc2c1=O
  -2% | 1% | 1% | i | 21 | -25% | -1.0% | -2% | 1%
[28] CCOC(=O)c1cc(NC(=O)Cc2ccc(S(=O)(=O)N3CCOCC3)s2)cc(C(=O)OCC)c1
  -8% | -4% | 5% | i | ? | ? | 3.2% | 3% | -18%
[29] Cc1c(C(=O)O)sc(S(=O)(=O)N2CCN(C(=O)Cc3ccccc3)CC2)c1C(=O)O
  17% | 15% | 6% | i | 9 | 3% | 0.1% | 0% | -1%
[30] Oc1c(Br)cc(Br)cc1C=Nc1ccc2c(c1)OCCO2
  . | -10% | ? | i | 26 | 0% | -0.2% | -1% | 11%
[31] CC1(C(=O)NCc2cccs2)Cc2c(-c3cccc(C(F)(F)F)c3)ccnc2O1 (stereo unspecified)
  -22% | -15% | ? | i | 62 | . | -1.3% | . | .
[32] COc1ccc(C)cc1S(=O)(=O)N1c2ccccc2CC1C (stereo unspecified)
  -13% | -10% | -1% | i | 1 | ? | 0.1% | ? | ?
[33] COC(=O)CSc1nc(N)c(C#N)c(C(C)C)c1C#N
  1% | -29% | -5% | i | 14 | 21% | 5.6% | 0% | 3%
[34] Cc1nc2sc3c(c2c(=O)[nH]1)CCCCC3
  32%[activator] | 9% | 7% | i | -7 | -3% | 0.0% | 6% | -3%
[35] COc1cccc(/C=C(\C#N)c2nc3ccc(C)cc3[nH]2)c1OCC(=O)O
  -24% | -49% | 4% | i | 7 | 5% | -0.7% | -1% | -2%
[36] Cc1cc(C)cc(-n2ccn(Cc3ccc(F)cc3)c(=O)c2=O)c1
  . | -15% | -3% | . | . | 23µM* | 0.6% | . | 0%
[37] N#Cc1cc2cc3c(cc2nc1Cl)OCCO3
  18% | -7% | -1% | i | 12 | . | -0.7% | . | .
[38] COc1ccc(CCN2C(=O)CC(N3CCOCC3)C2=O)cc1OC (stereo unspecified)
  1% | 5% | 1% | i | 40 | . | 2.5% | -3% | 0%
[39] N#Cc1ccc(OCC(=O)OCC(=O)c2ccccc2)cc1
  9% | 4% | -24% | i | 26 | 3% | 0.1% | -2% | 2%
[40] CN(C)c1ccc(CNc2ncc(Br)cc2Br)cc1
  32% | -40% | -3% | i | ? | 6% | 0.4% | 6% | 12%
[41] COC(=O)c1cc(NC(=O)COC(=O)C2CCC2)cc(C(=O)OC)c1
  -6% | -9% | -19% | i | 44 | 3% | -0.6% | 0% | -6%
[42] C=CC[C@@H](Cc1ccc(F)cc1)C(=O)OC[C@@H]1CCCN1C(=O)[C@H](CC=C)CC(=O)NCCO
  5% | -2% | ? | i | 6 | 12% | 0.0% | -2% | -4%
[43] Cc1c[n+]([O-])cc(C)c1[N+](=O)[O-]
  -20% | 1% | -6% | i | -6 | -12% | -0.3% | 1% | -5%
[44] CCN(CC)C(=O)C1=C(C)N(CCC2=CCCCC2)C(=O)C(CC(=O)NCC2CCCCC2)C1 (stereo unspecified)
  -5% | -17% | -9% | i | -8 | . | -0.7% | . | .
[45] COC(=O)c1ccc(NC(=O)CN2C(=O)CCc3cc(S(=O)(=O)N4CCCCC4)ccc32)cc1
  3% | -33% | ? | i | . | . | 4.8% | . | -3%
[46] O=C(CSc1nc2ccccc2n1Cc1ccccc1Cl)N/N=C/c1ccccc1C(=O)O
  . | 2% | -6% | i | -12 | 8% | -1.0% | -3% | 5%
[47] NC(=O)c1ccc(NC(=O)COC(=O)CC(NC(=O)c2ccccc2Cl)c2ccccc2)cc1 (stereo unspecified)
  0% | 8% | 13% | i | 15 | ? | -0.2% | 1% | -2%
[48] O=C(CCC1CCCC1)N1CCN(C(=O)COc2ccccc2)CC1
  0% | -3% | 37%[activator] | i | -14 | -8% | 0.0% | -1% | 3%
[49] CCCCn1c(N)c(N(CC)C(=O)C2CCN(C(=O)c3ccccc3C)CC2)c(=O)[nH]c1=O
  8% | 15% | 9% | i | 9 | 1% | -0.5% | -1% | 3%
[50] Cc1ccc(C(=O)N2CCC(C(=O)c3ccc(Cl)cc3)CC2)cc1
  -39% | -20% | ? | ? | -11 | ? | 0.1% | -2% | -20%
[51] CCN1CCn2c3c(c4cccc(C)c42)CCCC31 (stereo unspecified)
  -17% | -21% | 10% | i | -17 | -21% | -0.2% | ? | 2%
[52] NS(=O)(=O)c1ccc(CNC(=O)CNC(=O)Cc2ccccc2)cc1
  -17% | -14% | 4% | . | -5 | -10% | -0.1% | -5% | 1%
